Source: PubChem BioAssay
ERAP1 inh: human ERAP1 aminopeptidase inhibitors, primary screen, biochemical, single point, plate reader; AID 652197, 2013; 0.15% of 340,000 active; recombinant ERAP1, Leu-AMC fluorescence, 60 min; inhibition, % at 10.7 µM;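 active = mean replicate inhibition of at least 30%, or all replicates individually reaching that 30% level; inactive = mean below 30% and not every replicate reaching it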;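 also: 0% = neutral control wells and 100% = L-leucinethiol positive control wells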
Target sequence (Q9NZ08 whole entry, looked up): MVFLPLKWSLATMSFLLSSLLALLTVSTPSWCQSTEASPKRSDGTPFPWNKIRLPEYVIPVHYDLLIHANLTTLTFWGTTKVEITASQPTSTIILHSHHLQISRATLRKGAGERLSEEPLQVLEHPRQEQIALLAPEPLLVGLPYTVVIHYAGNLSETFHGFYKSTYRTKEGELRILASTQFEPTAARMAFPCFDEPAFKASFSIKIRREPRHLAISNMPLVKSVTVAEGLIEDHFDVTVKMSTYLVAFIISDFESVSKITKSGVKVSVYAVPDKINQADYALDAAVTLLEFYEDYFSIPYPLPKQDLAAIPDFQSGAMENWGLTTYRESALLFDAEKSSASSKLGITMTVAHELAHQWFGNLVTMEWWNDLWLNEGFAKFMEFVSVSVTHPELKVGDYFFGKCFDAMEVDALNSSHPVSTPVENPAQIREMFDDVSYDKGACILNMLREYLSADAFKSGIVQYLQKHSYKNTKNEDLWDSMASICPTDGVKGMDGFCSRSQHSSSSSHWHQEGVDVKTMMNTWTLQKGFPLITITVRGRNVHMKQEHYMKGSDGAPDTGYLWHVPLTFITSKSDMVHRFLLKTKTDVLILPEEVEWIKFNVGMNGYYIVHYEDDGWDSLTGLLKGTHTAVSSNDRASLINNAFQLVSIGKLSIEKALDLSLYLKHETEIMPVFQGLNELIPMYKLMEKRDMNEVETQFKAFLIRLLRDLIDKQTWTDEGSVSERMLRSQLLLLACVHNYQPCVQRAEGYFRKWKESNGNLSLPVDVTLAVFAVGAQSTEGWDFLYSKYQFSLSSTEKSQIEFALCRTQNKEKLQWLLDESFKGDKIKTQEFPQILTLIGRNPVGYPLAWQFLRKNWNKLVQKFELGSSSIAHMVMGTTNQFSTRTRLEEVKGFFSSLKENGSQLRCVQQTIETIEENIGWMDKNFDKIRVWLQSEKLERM
PGC1a acetyl inh: inhibitors of PGC1a acetylation signal, primary screen, cell-based, U2OS, AlphaScreen, inhibitor mode; 0.17% of 350,000 active; AID 651687, 2012; inhibition, % at 15.6 µM; AlphaScreen anti-acetyl-lysine; with virally co-expressed GCN5 acetyltransferase;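 active = every replicate shows inhibition of at least 40%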;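 also: 0% = neutral control wells and 100% = positive control wells; some results beyond the cut were filed as inactive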
S100A4 inh HTS: inhibitors of S100A4-myosin IIA peptide binding, primary screen, biochemical, fluorescence polarization, TAMRA-MyoIIA peptide | inhibition, % at 10.7 µM | Protein S100-A4 (Homo sapiens), P26447 | 0.14% of 360,000 active;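 active = mean inhibition of at least 70% across replicates, with every replicate also reaching that level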
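Test system: S100A4 monomer protein. Medium: HEPES buffer with Ca2+, pH 7.2. Reagent: fluorescent myosin IIA peptide, 5 nM. Compound dosing: single-point compound testing. Timing: 5 min between mix addition and reading. Benchmarks: DMSO neutral and TFP positive wells.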
FN deposit inh: inhibitors of fibronectin matrix deposition, primary screen, AH1F cells, Alexa488-fibronectin fluorescence, plate reader; 0.086% of 350,000 active; AH1F fibroblasts, overnight; inhibition, % at 12.6 µM;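 active = mean inhibition across replicates of 30% or more, regardless of how many single replicates reach that level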;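 also: positive control wells lacked labelled fibronectin entirely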
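Test system: AH1F fibroblast monolayer depositing Alexa488-labelled fibronectin into matrix. Input: 10000 cells per well. Technique: fluorescence, ex 485 nm, em 525 nm. Buffer or medium: DMEM plus 2% serum, read in PBS. Timing: 1 h cell adhesion before compound, then overnight fibronectin incubation. Compound: single dose, pinned. Read-out basis: inhibition from reduced deposited-fibronectin fluorescence.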
PglD inh: C. jejuni PglD acetyltransferase inhibitors, primary screen, biochemical, DTNB colorimetric, single point; 0.098% of 360,000 active; purified PglD enzyme, DTNB colorimetric CoA detection; AID 602405, 2012; inhibition, % at 12.5 µM; in the data active = inhibition above about 16%, passing the limit was not always enough; also: strong numbers were not always called active
PAX8 inh HTS: inhibitors of PAX8-driven TPO luciferase reporter, primary screen, RMG-I cells, single concentration; SteadyGlo, 24 h; inhibition, % at 12.6 µM; 1.2% of 360,000 active; AID 652154, 2013;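 active = mean replicate inhibition at least 60% with every replicate also reaching 60%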;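 also: luciferase light reporting Pax8 driven TPO promoter activity; plate controls were median of neutral control wells for no effect and mitoxantrone controls for full effect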
EWS-Fli inh: EWS/Fli-driven NR0B1 reporter inhibitors, primary screen, A673 cells, NR0B1 luciferase, luminescence, MLPCN library; viability-normalised; inhibition, % at 12.6 µM; 0.67% of 350,000 active; AID 651661, 2012;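 active = mean inhibition of at least 50% after viability correction, with every replicate also passing that limit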;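 also: firefly luciferase signal divided by Alamar Blue viability fluorescence both relative to DMSO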
LGR2 inh: inhibitors of bursicon-induced LGR2 CRE-luciferase signal, primary screen, cell-based, HEK293, CRE-luciferase reporter, bursicon stimulation; 0.35% of 380,000 active; inhibition, % at 9.99 µM; Drosophila bursicon receptor LGR2 (rickets); bursicon-stimulated, 4 h;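 active = drop in luminescence signal, shown as inhibition above about 50% in the replicate tests, limit read from the data, passing the limit was not always enough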;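 also: agonist challenge used bursicon conditioned medium at about half maximal strength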
Numbers without * were called inactive; / = not tested or not shown.

Values run as follows: ERAP1 inh	PGC1a acetyl inh	S100A4 inh HTS	FN deposit inh	PglD inh	PAX8 inh HTS	EWS-Fli inh	LGR2 inh
> COc1ccc(NC(=O)Nc2ccc3c(c2)[C@H]2C[C@H](CC(=O)NCC(F)(F)F)O[C@H](CO)[C@H]2O3)cc1
  0	4	6	2	1	-20	-8	8
> COc1cccc(NC(=O)CC2C(=O)NCCN2C(=S)Nc2ccc(F)cc2)c1 (centres undefined)
  1	4	-2	6	-277	0	-8	13
> COCC#Cc1cnc2c(c1)C(=O)N([C@@H](C)CO)C[C@@H](C)[C@H](CN(C)Cc1ccccc1)O2
  -1	-5	-11	-32	-5	/	6	-23
> O=c1cnnc(Nc2ccc(Nc3ccccc3)cc2)[nH]1
  -4	/	18	-2	/	25	-7	3
> Cc1ccc(CSc2nnc(CCCCCNC(=O)OC(C)(C)C)o2)cc1
  -2	-13	-2	-7	-1	-4	10	5
> COc1cc(-c2cc(C(=O)Nc3c(Cl)cc(Cl)cc3Cl)c3ccccc3n2)cc(OC)c1OC
  7	/	3	0	/	-4	18	3
> NC(=O)c1ccccc1NC(=O)Nc1ccc(F)c(Cl)c1
  -2	/	-7	3	/	-6	-26	-45
> C=CCc1cc(OC)ccc1OCCCCn1cncn1
  1	-8	-54	3	0	-5	3	-4
> Cc1ccc(N2C(=O)C3C4C=CC(CNC(=S)N5CCN(c6cccc(C)c6)C(C)C5)(O4)C3C2=O)cc1 (centres undefined)
  -4	-4	0	-3	/	-7	24	14
> CCCCSc1nnc(-c2ccccc2NC(C)=O)c(=O)[nH]1
  -2	/	-9	3	/	14	-4	-7
> Cc1cc2cc(C#N)c(NCCNC(=S)NCCCN3CCOCC3)nc2cc1C
  8	/	0	-14	/	1	11	-9
> COCCCNC(=O)c1ccc2c(=O)n(Cc3ccccc3OC)c(=S)[nH]c2c1
  -1	/	-5	-1	4	-7	4	3
> Cc1nc(SCC(=O)O)c(C#N)c(-c2ccco2)c1C(=O)N(C)C
  -1	-4	3	-14	-5	-15	-3	-4
> COc1cccc(CN(C)C[C@@H]2OCc3cn(nn3)CCCC(=O)N([C@H](C)CO)C[C@@H]2C)c1
  0	11	-3	-4	3	/	-6	-13
> O=C(COC(=O)c1ccco1)c1ccc(S(=O)(=O)N2CCCCC2)cc1
  0	-1	-4	5	2	6	5	-1
> CNC(=O)CSc1nnc(COc2ccc([N+](=O)[O-])cc2)n1C
  4	14	-13	4	-4	31	1	27
> CCOc1ncccc1C(=O)N(CC)CC(=O)NCc1ccc(F)cc1
  -2	18	-1	0	-4	12	-5	5
> COc1cccc(OC(=O)c2ccccc2)c1OC(=O)c1ccccc1
  3	0	-3	/	0	-3	-55	-22
> NC(=O)c1ncn([C@@H]2O[C@H](CNCc3cnc(N4CCOCC4)s3)[C@@H](O)[C@H]2O)n1
  0	-15	-9	4	6	-1	2	-2
> O=C(C[C@@H]1CC[C@@H](NC(=O)c2ccccc2)[C@@H](CO)O1)NCc1ccc(Oc2ccccc2)cc1
  -3	0	2	-1	1	12	-3	-17
> CC(C)(C)OC(=O)N1CCN(CCNC(=O)c2ccccc2)CC1
  -1	/	-4	-3	-3	-4	-37	-8
> CC(=O)OCC1OC(n2cc(F)c(=O)[nH]c2=O)C(OC(C)=O)C1OC(C)=O (centres undefined)
  3	-3	-3	-13	-7	16	5	3
> COc1cccc(C#Cc2ccc([C@H]3[C@H]4CN(C(=O)Cc5ccccc5)CC(=O)N4[C@H]3CO)cc2)c1
  /	10	-41	/	/	21	2	-5
> CC(C)(C)OC(=O)C[C@H]1C/C=C\C[C@@H](CC(=O)NCCO)C(=O)N[C@H](C(C)(C)C)COC1=O
  -2	/	0	-8	-8	-5	-1	-8
> O=C(COC(=O)C12CC3CC(CC(C3)C1)C2)Nc1ccccc1F
  /	/	/	0	2	8	/	-31
> O=C(NCCn1cccn1)c1ccc(OC2CCN(CCc3ccccc3)CC2)cc1
  -3	-4	-3	/	2	9	-5	6
> COc1cccc(N2C(=O)c3ccncc3C2=O)c1
  3	10	3	-17	-3	/	/	/
> COc1ccc(C2CC(c3ccccc3O)=NN2c2ccccc2)cc1 (centres undefined)
  2	1	-1	-13	/	-8	2	-5
> Cc1ccc(C(=O)CNc2ccc(Cl)cc2)cc1
  -3	/	3	1	0	-17	-11	-113
> O=C(c1ccc(F)cc1)N1CCC(C(=O)N2CCN(S(=O)(=O)c3cccc(F)c3)CC2)CC1
  0	/	4	/	1	4	3	-2
> CC1CCN(S(=O)(=O)c2cccc(C(=O)NC3CCS(=O)(=O)C3)c2)CC1 (centres undefined)
  -2	-3	-4	-6	0	3	1	6
> O=C(NNS(=O)(=O)c1ccccc1[N+](=O)[O-])c1ccncc1
  -7	1	-8	3	/	-4	1	11
> CCCCC(c1nnnn1CS(=O)(=O)c1ccc(C)cc1)N1CCN(C)CC1 (centres undefined)
  -1	3	0	-2	/	2	3	-1
> Cc1nnc(SCC(=O)NC2CCCCC2)n1N
  4	4	0	0	-1	3	0	7
> COc1ccc2c3c([nH]c2c1)[C@@H](CO)N(C(=O)c1cccnc1)CC31CN(Cc2ccccc2)C1
  0	10	-8	-5	/	/	-16	-6
> CN(C)c1cccc(N(C)C)c1CNC(=O)NC(=O)c1c(F)cccc1F
  -3	/	-4	/	1	11	-2	14
> COc1ccc(C(=O)N2C[C@@H]3[C@H](c4ccccc42)[C@H](CO)N3C(=O)c2ccc(F)cc2)cc1
  -1	2	-44	/	-1	-1	4	7
> OC[C@@H]1CN(Cc2ccccc2)C[C@H](n2cnc3c(NCc4ccncc4)ncnc32)O1
  3	1	-2	-10	7	-19	0	-2
> Cc1ccc(Nc2cc(C)c3ccc(O)cc3n2)cc1C
  2	-6	0	17	-1	-26	-50	-35
> CN1c2ccc(-c3ccccc3)cc2[C@@H]2[C@@H](CCN2C(=O)CN2CCOCC2)[C@@H]1CO
  -1	-8	-6	30*	2	18	-5	5
> Cc1ccc(-c2ccccc2[C@@H]2[C@H](C#N)N(c3ncc(-c4ccccc4)s3)[C@H]2CO)cc1
  -3	3	4	4	/	/	-1	7
> CCOc1ncccc1C(=O)Nc1ccccc1F
  0	0	3	5	2	-24	12	7
> CC=Cc1ccc2n(c1=O)C[C@H]1[C@H](CO)[C@@H](C(=O)NC3CCC3)N(C(=O)C3CCC3)[C@@H]21 (mixture of isomers)
  1	/	-3	-9	-2	/	-5	19
> O=C(Cc1ccncc1)NCC[C@@H]1CC[C@H](NC(=O)C2CCC2)[C@H](CO)O1
  -4	10	19	/	-3	-10	-5	10
> O=C(Nc1cccc(-c2nc3ccccc3[nH]2)c1)c1ccc(C(=O)Nc2cccc(-c3nc4ccccc4[nH]3)c2)cc1
  -6	/	9	-58	-1	-63	-59	-36
> O=C(N/N=C/c1cccc(NC(=O)c2ccc(Cl)cc2)c1)c1ccc(O)cc1
  -1	-11	-3	14	/	-2	-55	-44
> COc1ccc(CNCc2ccc3ccccc3c2)c(OC)c1
  2	12	12	2	5	8	-1	1
> Clc1ccc(-c2ccc(C=Nc3ccc(N4CCOCC4)cc3)o2)cc1
  0	2	2	0	0	8	3	-8
> C[C@@H](NC(=O)C[C@H]1CC[C@@H](NC(=O)C2CC2)[C@H](CO)O1)c1ccccc1
  0	25	13	-9	9	7	4	3
> C[C@@H]1CCCCO[C@H](CN(C)Cc2ccc(C(=O)O)cc2)[C@@H](C)CN([C@H](C)CO)C(=O)c2cc(NC(=O)Cc3ccccc3)ccc2O1
  -2	-2	11	/	0	1	8	4
> COc1cccc(CCc2nnc(CCC(=O)N3CCCC3c3nccs3)o2)c1 (centres undefined)
  1	0	4	-1	/	3	-5	3
> Cc1ccc(NC(=O)/C(C#N)=C/c2cc(C)n(-c3ccc(N4CCOCC4)c([N+](=O)[O-])c3)c2C)c(C)c1
  3	/	0	/	0	/	/	6
> CC(=O)Nc1ccc(NC(=O)C(C)OC(=O)CSCc2cccc(Cl)c2)cc1 (centres undefined)
  -3	2	11	1	-1	/	2	-1
> CCn1cc(C(=O)NCC2CCCO2)c(=O)c2cc(S(=O)(=O)N3CCCCCC3)ccc21 (centres undefined)
  5	-6	-1	-10	-4	12	/	-2
> CC1=C(C(=O)OCc2ccccc2)C(c2ccccc2OS(=O)(=O)c2ccccc2[N+](=O)[O-])NC(=O)N1CCCC(=O)O (centres undefined)
  3	/	-2	7	/	11	3	1
> COc1ccc(-c2cc(-c3cc(F)ccc3O)[nH]n2)cc1OC
  1	-9	0	/	1	/	-84	-93
> Cc1noc(C)c1NC(=O)Nc1ccc2c(c1)C(=O)N([C@@H](C)CO)C[C@@H](C)[C@H](CN(C)C(=O)Nc1ccc3c(c1)OCO3)O2
  0	1	2	/	1	-19	-2	-5
> CC(C)(C)OC(=O)NC1CONC1=O (centres undefined)
  2	/	10	-2	3	5	7	-6
> O=C(O)CSc1nnc(NC(=O)CN2CCOCC2)s1
  2	/	5	-12	-7	9	-3	14
> CSc1ccccc1C(=O)N1CCN(c2cccc(Cl)c2)CC1
  3	3	1	/	/	21	8	7

Just PAX8 inh HTS, PglD inh and PGC1a acetyl inh, for some of the entries so far:
Compound	PAX8 inh HTS	PglD inh	PGC1a acetyl inh
COc1ccc2c3c([nH]c2c1)[C@@H](CO)N(C(=O)c1cccnc1)CC31CN(Cc2ccccc2)C1	/	/	10
CN(C)c1cccc(N(C)C)c1CNC(=O)NC(=O)c1c(F)cccc1F	11	1	/

Reprinted at random: 2 compounds from above
Values run as follows: ERAP1 inh	PGC1a acetyl inh	S100A4 inh HTS	FN deposit inh	PglD inh	PAX8 inh HTS	EWS-Fli inh	LGR2 inh
> COCCCNC(=O)c1ccc2c(=O)n(Cc3ccccc3OC)c(=S)[nH]c2c1
  -1	/	-5	-1	4	-7	4	3
> CN(C)c1cccc(N(C)C)c1CNC(=O)NC(=O)c1c(F)cccc1F
  -3	/	-4	/	1	11	-2	14

Random draw from the library; any-hit rate near 2.1%.
